Peg3 prom inh – Peg3 promoter-driven luciferase inhibitors, primary screen, cell-based, HeLa, luciferase luminescence | HeLa PEG-Prom luciferase reporter, overnight | inhibition, % at 20 µM | 360,000 tested, 1.7% active;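 active means inhibition of at least 50% at 20 µM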
iPSC survival up – enhancers of single-cell hiPSC survival, primary screen, ATPlite luminescence; AID 602274, 2012; 100% = ROCK inhibitor wells, 0% = DMSO; 360,000 tested, 0.044% active; survival enhancement, % at 20 µM; in the data active means survival enhancement above about 18%;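 further: cells exposed to compounds for 16 hours before the ATP read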
MITF TRPM1 inh – inhibitors of MITF-dependent TRPM1 promoter reporter, primary screen, cell-based, SK-MEL-5, single point, luciferase; SK-MEL-5 TRPM1 promoter luciferase, 24 h; inhibition, % at 12.5 µM; 330,000 tested, 0.83% active; AID 488899, 2010;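 active means mean inhibition across replicates of 60% or more, whatever share of single replicates reaches that level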; further: values of inactives mirror those of a sister screen read the other way
CF NFkB block – inhibitors of PAF-induced NF-kB signaling, primary screen, cell-based, GFP fluorescence, uHTS. inhibition, % at 5 µM. 360,000 tested, 0.86% active. KKLEB NF-kB-GFP reporter, GFP fluorescence overnight;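 active means at least 50% inhibition at 5 µM, scaled per plate between neutral and stimulator controls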;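 further: PAF is a Pseudomonas aeruginosa culture filtrate used as stimulus; plate controls were PAF-stimulated DMSO wells for no effect and unstimulated DMSO wells for full effect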
NR2E3 ag-1 – NR2E3 agonists in two-hybrid cells, primary screen, cell-based, luminescence, CHO-S, Gal4-NCOR/VP16-NR2E3. luciferase. inhibition of corepressor binding, % at 3.98 µM. AID 602229, 2012. 360,000 tested, 0.35% active;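 active means inhibition above the mean of all tested compounds plus 3 SD, cut at about 70% in these data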;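 further: 0% = DMSO with NR2E3 transfected cells and 100% = cells lacking NR2E3 construct; higher means lower luciferase signal from less NR2E3 corepressor binding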
Target sequence (Q9Y5X4 whole entry, looked up, the tested form may be a part): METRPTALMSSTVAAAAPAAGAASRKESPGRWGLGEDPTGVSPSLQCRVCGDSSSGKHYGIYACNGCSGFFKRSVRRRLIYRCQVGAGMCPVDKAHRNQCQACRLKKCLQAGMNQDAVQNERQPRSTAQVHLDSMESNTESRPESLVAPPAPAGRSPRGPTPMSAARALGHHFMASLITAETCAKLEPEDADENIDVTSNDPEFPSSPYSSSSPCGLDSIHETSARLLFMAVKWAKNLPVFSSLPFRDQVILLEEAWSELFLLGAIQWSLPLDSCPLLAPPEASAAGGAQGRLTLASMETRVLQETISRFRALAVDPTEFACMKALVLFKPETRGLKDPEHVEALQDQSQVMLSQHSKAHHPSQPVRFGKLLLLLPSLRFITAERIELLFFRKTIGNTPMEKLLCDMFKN
TWEAK Fn14 block – inhibitors of TWEAK-Fn14 signaling, primary screen, luciferase reporter cells, uHTS; TWEAK-stimulated Fn14 reporter cells, luciferase luminescence, 8 h; inhibition, % at 10 µM; 360,000 tested, 2% active; AID 1159606, 2016; in the data active means inhibition above about 50%
KKLEB tox – cytotoxicity in KKLEB CF airway cells, primary screen, cytotoxicity control for CF NF-kB inhibitor project, cell-based, uHTS, fluorescence assay plates; KKLEB CF airway cells viability, ATPlite luminescence, overnight; stronger effect = lower value; cells stimulated with P. aeruginosa culture filtrate; activity change (cytotoxicity), % at 5 µM; 360,000 tested, 0.36% active; AID 602141, 2011;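 active means corrected activity change at or below -50% at 5 µM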
aDG glyco up – activators of alpha-DG glycosylation, primary screen, uHTS, Pro5-aDG cells, AlphaScreen; activation, % at 10 µM; alpha-DG glycosylation AlphaScreen (IIH6); 0% Pro5, 100% B10-LARGE cell signal; 360,000 tested, 0.22% active; AID 624168, 2012;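 active means activation of at least 8% versus controls, or a plate z-score of at least 8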;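 further: Pro5 are CHO cells carrying HIG-tagged alpha-DG that lacks glycosylation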
HIF-2a inh – HIF-2a reporter inhibitors, primary screen, luminescence, 786-0 RCC cells; inhibition, % at 18.8 µM; AID 624352, 2012; 360,000 tested, 0.72% active; 786-0 RCC cells HIF-2a reporter, luciferase luminescence, overnight;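 active means inhibition of the luminescence signal of 40% or more relative to plate controls, in a single-dose primary screen at 18.75 µM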
Shn3 inh set2 – reduction of Shn3 3'UTR firefly luciferase signal, primary screen, Schnurri-3 inhibitor project, cell-based, Clone20 osteoblasts, set 2; Clone20 osteoblast Shn3 3'UTR firefly luciferase, 24 h; inhibition, % at 12.5 µM; 360,000 tested, 0.52% active; AID 588674, 2011;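 active means mean inhibition of at least 75% with every replicate also reaching 75%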;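 further: 0% = median of neutral control wells and 100% = pilot-screen positive control compound; some compounds past the cut are filed as inactive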
NR2E3 ag-2 – inhibitors of NR2E3-RetCOR corepressor binding, primary screen, NR2E3 agonist project, biochemical, TR-FRET, GST-NR2E3, biotin-RetCOR | Photoreceptor-specific nuclear receptor (Homo sapiens), Q9Y5X4 | 1536-well | inhibition of corepressor binding, % at 4.78 µM | 320,000 tested, 0.12% active | AID 2300, 2010;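 active means percent inhibition above the cutoff of mean plus 3 SD of all tested compounds, set per screening campaign, cut at about 20% in these data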;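 further: 0% = DMSO wells and 100% = biotin wells as full block of FRET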
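system = GST-tagged NR2E3 plus biotinylated RetCOR corepressor | input = 1.35 nM GST-NR2E3 | also added = 7 nM biotin-RetCOR | schedule = 5 h incubation at 4 °C | measured by = TR-FRET with europium anti-GST and streptavidin-D2, 340 nm excitation | read-out = percent loss of FRET ratio relative to control wells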
* = called active by the depositor; · = no result given.

SMILES	Peg3 prom inh	iPSC survival up	MITF TRPM1 inh	CF NFkB block	NR2E3 ag-1	TWEAK Fn14 block	KKLEB tox	aDG glyco up	HIF-2a inh	Shn3 inh set2	NR2E3 ag-2
COC(=O)[C@H]1C[C@@H](c2ccccc2)[C@H](C)C1(C)C	1	-1.8	3	-3	-8	-8	14	0.0	7	-4	0
COc1ccc(Cl)cc1NC(=O)CSc1nnc(-c2ccncc2)n1CC1CCCO1 (stereo not given)	18	1.8	3	-3	-4	6	-3	0.9	15	37	2
COc1ccccc1/C=C1/SC(=S)N(C(C)C(=O)NC2C=CS(=O)(=O)C2)C1=O (stereo not given)	0	-0.6	0	-35	18	-18	7	-0.1	1	7	-2
CCNC(=O)C1(C)CCN(C(=O)c2cccc(C(F)(F)F)c2)C1 (stereo not given)	9	-1.7	·	6	-11	-2	-6	0.2	8	1	·
COc1cccc(-c2ccc(NC(=O)C3CCCN(Cc4ccccn4)C3)cc2)c1 (stereo not given)	-19	-0.7	·	19	-40	10	-14	0.0	-45	-4	·
COc1ccc(-n2c(SCC(=O)Nc3cccc(S(N)(=O)=O)c3)nc3ccccc3c2=O)cc1OC	4	1.1	13	-11	-8	-7	5	-0.1	22	15	1
Cc1ccc(S(=O)(=O)NC(N)=NCCc2ccc(Cl)cc2)cc1	17	-2.5	10	-18	-8	19	-3	0.0	10	9	1
Cc1ccc(C(=O)N2NC(c3ccccc3F)C3C(=O)N(c4cccc(C)c4)C(=O)C32)cc1 (stereo not given)	5	-0.1	·	26	-20	-7	3	0.0	20	-9	-2
CN1CCN(CC(O)COc2ccc(OCC(O)CN3CCN(C)CC3)cc2)CC1 (stereo not given)	2	6.2	6	-2	-6	17	8	0.0	11	16	0
CC1CCN(S(=O)(=O)c2cccc(C(=O)NCc3ccco3)c2)CC1	11	-1.3	0	-13	3	12	-3	-0.1	14	2	0
CCCc1cc(=O)n2[nH]c(-c3ccco3)nc2n1	-12	3.6	8	0	12	17	-2	0.0	6	-14	2
CCn1c(SCC(=O)Nc2nc3ccccc3s2)nnc1-c1ccc(Br)cc1	3	-1.3	4	1	14	66*	1	0.3	10	-10	0
O=C(NNS(=O)(=O)c1ccc([N+](=O)[O-])cc1)c1cnn(-c2ccccc2)c1-n1cccc1	6	-0.3	0	0	10	4	-12	-0.1	19	15	2
Cc1cccc(-n2ncc3c2CCCC3NC(=O)Cn2cccn2)c1C (stereo not given)	-10	-0.6	7	-37	4	8	3	0.1	-12	9	3
CCOC(=O)c1oc2ccc(OC)cc2c1NC(=O)CN1CCN(C)CC1	5	-1.6	-4	17	18	-2	-15	0.1	-7	-1	-1
O=C(CN(C(=O)c1csnn1)c1ccccc1)NCc1ccc2c(c1)OCO2	-13	-0.3	-21	10	-23	0	-9	-0.1	-10	-20	3
CC1(C(=O)Nc2ccc(Cl)cc2)Cc2c(-c3ccc4c(c3)OCO4)ccnc2O1 (stereo not given)	22	0.2	·	15	-36	1	-7	0.1	2	-1	·
COc1cc2ccccc2cc1C(=O)NCC(c1cccs1)N(C)C (stereo not given)	-290	-0.6	-126	0	-55	-34	10	0.7	-281	-57	1
CCN(CC)CCNCc1ccc(Br)cc1OCC(=O)NCc1ccccc1	-13	1.2	-3	11	-21	-1	-8	0.0	6	3	0
O=C(NC1CCCCCCC1)c1ccc(S(=O)(=O)N2CCCC2)cc1	6	-0.4	-13	-5	7	-11	2	-0.3	-19	-3	3
Cc1ccc(C(=O)NNC(=O)c2ccncc2)cc1[N+](=O)[O-]	9	-0.1	5	-1	-4	18	-30	0.0	6	-3	1
CCCCNc1c(-c2ccc(OC)c(SC3CCCCC3)c2)nc2cc(C)ccn12	56*	-1.7	5	28	-37	27	-4	1.4	-17	37	4
Cc1cc(NC(=O)CSc2nnc(-c3cccnc3)n2C2CCCCC2C)no1 (stereo not given)	3	5.1	-2	2	-15	-51	2	0.3	0	1	1
COc1ccc(CNCCCSc2ncccn2)cc1OC	3	0.2	11	-5	20	-11	1	0.0	16	-12	5
Cc1cccc(C)c1OCc1cc(C(=O)NCC2CCCCC2)no1	6	0.3	8	13	-25	-1	-4	-0.2	-4	-6	-1

Next part; it opens with the two that closed the last part.
SMILES	Peg3 prom inh	iPSC survival up	MITF TRPM1 inh	CF NFkB block	NR2E3 ag-1	TWEAK Fn14 block	KKLEB tox	aDG glyco up	HIF-2a inh	Shn3 inh set2	NR2E3 ag-2
COc1ccc(CNCCCSc2ncccn2)cc1OC	3	0.2	11	-5	20	-11	1	0.0	16	-12	5
Cc1cccc(C)c1OCc1cc(C(=O)NCC2CCCCC2)no1	6	0.3	8	13	-25	-1	-4	-0.2	-4	-6	-1
O=C(CCCC(=O)c1ccccc1)Nc1ccc(F)cc1	3	1.3	-12	-28	-35	-9	12	0.0	0	-10	-2
COC(CNC(=O)C1CCCN(S(=O)(=O)c2c(C)noc2/C=C/c2cccs2)C1)OC (stereo not given)	10	0.7	11	10	-5	8	0	0.2	9	19	2
COc1ccccc1NC(=O)Nc1ccc2c(c1)CCC2	-304	-0.1	-106	19	-160	-28	-8	0.4	-302	-77	0
CC(=O)OCC(=O)C1(O)CCC2C3CC(F)C4=CC(=O)CCC4(C)C3C(=O)CC21C (stereo not given)	5	-1.3	-12	28	-23	-8	-2	-0.1	15	-4	·
COc1ccc(NC(=O)CCNS(=O)(=O)c2ccc3c(c2)c(=O)n(C)c(=O)n3C)c(OC)c1	21	-1.0	5	17	0	9	-9	-0.1	17	-4	1
CCOC(=O)CCc1c(C)n(CC)c2cc(-c3ccccc3OC)nn2c1=O	21	-0.6	-3	-8	15	-1	3	0.2	30	0	3
CCOc1cc(/C=C/c2cccc[n+]2C)ccc1OCC(=O)Nc1ccc(C)cc1	19	-0.5	-5	-9	-8	-2	11	-0.2	10	2	2
CCOc1ccc2nc(Cl)c(C3CC(c4ccco4)=NN3S(=O)(=O)c3ccccc3)cc2c1 (stereo not given)	-188	0.0	6	-1	-56	-8	-2	-0.2	-158	-32	-3
CS(=O)(=O)N(CC(=O)NCCSCc1c(F)cccc1Cl)c1ccc2c(c1)OCO2	16	3.0	7	0	13	-2	-5	-0.4	7	-2	-1
Cc1ccccc1NC(=O)/C=C/c1cccc(C(F)(F)F)c1	-88	-1.0	-35	-4	-28	-45	8	0.1	-154	-4	-5
O=C1NC(c2cn(-c3ccccc3)nc2-c2cccs2)C(C(=O)c2cccnc2)C(O)(C(F)(F)F)N1 (stereo not given)	-16	-1.5	-4	-5	-28	0	0	0.2	-3	-16	-2
Cc1ccc(C(=O)NNC(=O)C2CCN(Cc3ccc(Cl)c(Cl)c3)CC2)cc1	13	1.1	12	20	-22	-14	-4	0.3	12	12	0
c1cn2cc(-c3ccc4c(c3)OCO4)nc2s1	-201	-2.3	-32	-16	-122	22	-2	0.0	-119	-109	-2
CCCc1c(-c2ccc(Cl)cc2)ncn1Cc1ccccc1OC	·	1.9	·	·	-20	-12	·	0.4	-8	·	·
COc1ccc(CN2CCCC2C(=O)Nc2ccc(OC)c(OC)c2)cc1OC (stereo not given)	9	-1.3	3	3	0	2	4	-0.1	10	5	0
CC(C)N(C(=O)[C@H]1C[C@H](CC(=O)NCc2ccco2)C(=O)N2CCc3c([nH]c4cc(-c5ccco5)ccc34)[C@]12C)C(C)C	18	-0.7	11	39	-14	26	-17	0.7	-9	18	·
NC(=O)C1CCN(C(=O)CCCCCn2c(=O)[nH]c3ccsc3c2=O)CC1	-4	1.4	1	-10	-19	0	-20	-0.1	13	6	-2
NS(=O)(=O)c1cccc(NC(=O)COC(=O)CCc2ccccc2)c1	-6	-0.4	5	3	-29	1	14	-0.1	14	-5	2
CCCCNC(=O)c1nc(C2CCN(S(=O)(=O)c3ccc(F)c(F)c3)CC2)oc1-c1ccccc1	-1	0.6	·	-8	-6	7	8	-0.3	-1	6	·
O=C(Cc1ccc(Br)cc1)Nc1ccccc1N1CCCC1	19	0.0	5	4	8	2	15	0.2	-2	10	3
CCOC(=O)CSc1cc(CS(C)(=O)=O)nc(-c2ccccn2)n1	7	0.5	-7	-4	-33	2	4	-0.4	9	-3	-3
O=C(NCCCN1CCOCC1)c1cc2nc(-c3ccco3)cc(C(F)(F)F)n2n1	-2	0.1	-3	6	24	13	1	0.0	14	-7	5
COc1cc(NC(=O)C/C(C)=N/NC(=O)c2ccccn2)c(OC)cc1Cl	-5	0.4	1	-15	-104	-33	3	0.0	-13	-2	1
CCOC(=O)N1CCC2(CC1)NC(=O)c1ccccc1N2	-7	2.9	·	-35	0	2	-2	0.0	2	-6	·
CCCCCCCCNCCS(=O)(=O)NCc1ccccc1OC	7	1.4	-16	15	-1	0	-17	-0.1	6	18	·
SMILES	Peg3 prom inh	iPSC survival up	MITF TRPM1 inh	CF NFkB block	NR2E3 ag-1	TWEAK Fn14 block	KKLEB tox	aDG glyco up	HIF-2a inh	Shn3 inh set2	NR2E3 ag-2
COC(=O)c1c(-c2ccc(OC)cc2)sc2cc(OC)c(OC)cc12	-55	-3.3	-19	-5	-16	-33	8	0.1	-38	-9	·
NC(=O)c1nsc(C(=O)N(Cc2cccnc2)C(C(=O)NC2CCCC2)c2ccc(F)cc2)c1N (stereo not given)	12	-0.3	-15	0	-14	-1	-1	0.1	14	6	2
Cn1c(=O)cc(OCCCC(=O)NCCCN2CCN(Cc3ccccc3)CC2)c2ccccc21	-3	0.6	10	-2	-1	-1	7	0.1	6	-1	-2
CCc1ccc(N2C(=O)CN(Cc3cc(OC)c(OC)c(OC)c3)C2=S)cc1	19	4.9	14	5	23	9	-7	0.5	11	42	-4
COc1cc(C(C)=O)ccc1OCC(O)CN1CCN(c2ccc(F)cc2)CC1 (stereo not given)	-2	1.3	16	7	-19	6	3	0.0	24	-35	-1
Oc1ccc(-c2nccc(-c3ccc(Cl)cc3)n2)cc1	-180	-0.9	-9	-14	-52	8	17	0.3	-196	-37	-1
CCCCNC(=S)NNc1c(Cl)cc(Cl)cc1Cl	11	-0.5	7	0	3	6	5	0.0	18	-6	-1
O=C(C[C@H]1C(=O)N(CCc2ccccc2)C[C@@H]1c1ccccc1)Nc1ccccc1	7	0.0	·	20	-26	1	-14	-0.3	6	-5	·

Three of the entries above in order of their number in aDG glyco up, descending.
| Compound | aDG glyco up |
| --- | --- |
| COC(=O)c1c(-c2ccc(OC)cc2)sc2cc(OC)c(OC)cc12 | 0.1 |
| CCCCNC(=S)NNc1c(Cl)cc(Cl)cc1Cl | 0.0 |
| O=C(C[C@H]1C(=O)N(CCc2ccccc2)C[C@@H]1c1ccccc1)Nc1ccccc1 | -0.3 |

High-throughput results deposited in PubChem by several laboratories.
